Screens as filed in PubChem.
ZTA counter: counter-screen for EBNA-1 inhibitors: inhibitors of Epstein-Barr virus ZTA | P03206 | ZTA-DNA binding, fluorescence polarization | inhibition, % at 11 µM | 320,000 compounds, 0.15% hits; in the data active = inhibition above about 33%
Target sequence (P03206 whole entry, looked up): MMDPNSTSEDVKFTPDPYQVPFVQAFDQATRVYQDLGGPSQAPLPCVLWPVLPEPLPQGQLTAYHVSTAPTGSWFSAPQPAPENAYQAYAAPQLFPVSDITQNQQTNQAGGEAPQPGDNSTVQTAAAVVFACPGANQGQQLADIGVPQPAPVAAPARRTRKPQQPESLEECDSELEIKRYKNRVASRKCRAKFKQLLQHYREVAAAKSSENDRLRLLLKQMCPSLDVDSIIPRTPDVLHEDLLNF
EBNA-1 inhibitor: EBNA-1 DNA-binding inhibitors, primary screen, biochemical, fluorescence polarization; AID 1950, 2009; 300,000 compounds, 0.34% hits; inhibition, % at 14.8 µM; in the data active = inhibition above about 28%
PP5 primary: PP5 phosphatase inhibitors, primary screen, biochemical, fluorescence | purified PP5c, OMFP substrate fluorescence | 320,000 compounds, 0.18% hits | inhibition, % at 6.7 µM | Serine/threonine-protein phosphatase 5 (Homo sapiens), P53041;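 active = inhibition above the campaign's mean inhibition across all tested compounds plus 3 SD, cut at about 9.5% in these data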;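 note: 0% = DMSO only and 100% = 100 µM cantharidin control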
JMJD2C inh: inhibitors of GASC-1 histone demethylase, primary screen, biochemical, fluorescence, DELFIA europium | Lysine-specific demethylase 4C (Homo sapiens), Q9H3R0 | inhibition, % at 2.35 µM | GST-JMJD2C(1-420) H3K9me3 demethylation | 330,000 compounds, 0.069% hits;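 active = more than half of a compound's replicate wells show inhibition beyond 50%, single wells judged on their own value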;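 note: signal counts dimethyl H3K9 product captured on neutravidin plate; 0% = median of DMSO wells and 100% = 0.3 times that DMSO median; strong numbers were not always called active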
Target sequence (Q9H3R0 1-420 limits assumed): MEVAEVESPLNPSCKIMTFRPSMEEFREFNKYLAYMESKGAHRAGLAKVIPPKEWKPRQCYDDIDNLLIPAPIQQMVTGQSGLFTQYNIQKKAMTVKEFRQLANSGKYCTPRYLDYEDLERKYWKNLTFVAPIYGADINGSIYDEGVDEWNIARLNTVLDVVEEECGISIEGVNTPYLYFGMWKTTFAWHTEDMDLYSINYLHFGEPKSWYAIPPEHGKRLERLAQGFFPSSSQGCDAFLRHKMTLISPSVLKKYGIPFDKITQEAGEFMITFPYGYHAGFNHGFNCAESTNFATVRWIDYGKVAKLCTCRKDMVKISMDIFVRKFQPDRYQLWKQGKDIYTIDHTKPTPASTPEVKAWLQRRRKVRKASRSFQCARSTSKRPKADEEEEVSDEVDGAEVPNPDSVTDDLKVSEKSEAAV
PP1 counter: PP1-alpha phosphatase inhibitors, primary screen, counter-screen for PP5 inhibitor project, biochemical, fluorescence, OMFP substrate, single point; Serine/threonine-protein phosphatase PP1-alpha catalytic subunit (Homo sapiens), P62136; purified PP1alpha; inhibition, % at 6.7 µM; 320,000 compounds, 0.9% hits;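 active = inhibition above the mean inhibition of all tested compounds plus 3 SD, computed separately for each screening campaign, cut at about 15% in these data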
Target sequence (P62136 whole entry, looked up): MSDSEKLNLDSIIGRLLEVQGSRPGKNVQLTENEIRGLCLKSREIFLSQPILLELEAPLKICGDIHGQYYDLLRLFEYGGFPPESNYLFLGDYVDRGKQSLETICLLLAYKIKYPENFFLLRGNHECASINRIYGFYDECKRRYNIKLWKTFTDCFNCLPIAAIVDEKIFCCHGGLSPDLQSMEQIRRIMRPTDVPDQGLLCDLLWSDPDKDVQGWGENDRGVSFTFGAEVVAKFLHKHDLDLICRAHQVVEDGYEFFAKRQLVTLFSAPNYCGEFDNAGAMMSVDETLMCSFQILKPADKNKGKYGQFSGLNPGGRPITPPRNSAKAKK
HCV core dimer: inhibitors of HCV core protein dimerization, primary screen, biochemical, TR-FRET, high-throughput. TR-FRET GST/Flag-core106 dimerization, 1536-well. inhibition, % at 5 µM. 300,000 compounds, 0.33% hits. AID 1899, 2009;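 active = inhibition above the mean of all tested compounds plus 3 SD, set per screening campaign, cut at about 45% in these data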
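System: GST-tagged and Flag-tagged HCV core protein residues 1-106 / Input: core106 proteins, GST 13.5 nM and Flag 17 nM / Buffer or medium: KF-containing HEPES buffer, pH 7.45, DTT, CHAPS, BSA / Probe or stimulus: Eu-anti-GST and XL665-anti-Flag labelled anti-tag antibodies / Schedule: 4 h, 22.5 °C incubation / Technique: TR-FRET 671 and 617 nm emission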
TPT1 inh: Candida albicans TPT1 enzyme inhibitors, primary screen, biochemical, fluorescence polarization; recombinant caTPT1, FP RNA substrate dephosphorylation; inhibition, % at 5 µM; 300,000 compounds, 0.81% hits; AID 1962, 2009;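 active = inhibition above the mean of all tested compounds plus 3 SD, set per screening campaign, cut at about 24% in these data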;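 note: plate controls were DMSO alone for no effect and ferristatin control at 100 nM for full effect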
CTSL1 counter: Fasciola hepatica cathepsin L1 inhibitors, primary screen, counter-screen for PFM18AAP inhibitor project, biochemical, QFRET, fluorogenic peptide substrate; recombinant F. hepatica cathepsin L1, Z-Leu-Arg-MCA fluorescence; 300,000 compounds, 0.49% hits; inhibition, % at 5.96 µM; AID 1906, 2009;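 active = inhibition above the mean of all tested compounds plus 3 SD, set per screening campaign, cut at about 17% in these data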;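 note: 0% = plate median of test compound wells and 100% = 1 µM Z-Phe-Ala-diazomethylketone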
CR mimetic SO: reduction of superoxide in aged yeast, primary screen, HTS | S. cerevisiae aged cells, superoxide DHE fluorescence; hits give low values | superoxide response (% of plate mean), % at 10 µM | 330,000 compounds, 0.18% hits | AID 2690, 2010;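 active = superoxide response under a set limit, about three screen SD below normal, cut at about 65% in these data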;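 note: yeast aged for seven days with compound at 30 °C before DHE staining; 100% = average MFI of all compound-treated wells on the plate with controls excluded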
Active calls of the source: *; & = joins results of further samples.

Screening Cn1c(C(=O)N2CCN(c3ncccn3)CC2)cc2c(=O)n(C)c3ccccc3c21 returned ZTA counter 4, EBNA-1 inhibitor -2, PP5 primary 1.1, JMJD2C inh 1, PP1 counter 0, HCV core dimer -2, TPT1 inh -1, CTSL1 counter -2 and CR mimetic SO 96.
`CCOC(=O)c1cc(-c2ccc(F)cc2)nc2c1c(=O)[nH]c(=O)n2Cc1ccccc1` gave ZTA counter 1, EBNA-1 inhibitor 10, PP5 primary 1.7, JMJD2C inh -3, PP1 counter 2, HCV core dimer 3, TPT1 inh 0, CTSL1 counter 1 and CR mimetic SO 97.
O=C(CSCCO)Nc1ccc(C23CC4CC(CC(C4)C2)C3)cc1 was read as ZTA counter -5, EBNA-1 inhibitor 8, PP5 primary 1.1, JMJD2C inh 3, PP1 counter 2, HCV core dimer 0, TPT1 inh -3, CTSL1 counter 0 and CR mimetic SO 105.
Screening O=C(COc1ccccc1[N+](=O)[O-])N(Cc1ccco1)C1CCS(=O)(=O)C1 (stereo not drawn) returned ZTA counter 11, EBNA-1 inhibitor -6, PP5 primary -0.9, JMJD2C inh 1, PP1 counter -5, HCV core dimer 8, TPT1 inh 1, CTSL1 counter 25* and CR mimetic SO 93.
`CN(C)CCCNc1ncnc2scc(-c3ccccc3)c12` gave ZTA counter 6, EBNA-1 inhibitor 2, PP5 primary 0.9, JMJD2C inh -12, PP1 counter -2, HCV core dimer -3, TPT1 inh -3, CTSL1 counter -4 and CR mimetic SO 90.
For Cc1ccc(NC(=O)COC(=O)CSC(=S)N2CCOCC2)cc1 the results were ZTA counter 2, EBNA-1 inhibitor 11, PP5 primary -1.7, JMJD2C inh 17, PP1 counter 0, HCV core dimer 3, TPT1 inh -1, CTSL1 counter -27 and CR mimetic SO 109.
Screening COc1ccccc1C(=O)Nc1cccc(SC)c1 returned ZTA counter 4, EBNA-1 inhibitor -8, PP5 primary -1.3, JMJD2C inh -4, PP1 counter 1, HCV core dimer -2, TPT1 inh 0, CTSL1 counter 3 and CR mimetic SO 106.
`COC(=O)c1sc(N2CCN(Cc3ccccc3)CC2)nc1N` gave ZTA counter 8, EBNA-1 inhibitor 2, PP5 primary 0.9, JMJD2C inh -4, PP1 counter -4, HCV core dimer 8, TPT1 inh -3, CTSL1 counter -2 and CR mimetic SO 80.
`CC(C)c1ccc(-c2c(NCCc3ccccc3)c(=O)c2=O)cc1` gave ZTA counter 9, EBNA-1 inhibitor 13, PP5 primary 0.8, JMJD2C inh -3, PP1 counter -1, HCV core dimer 6, TPT1 inh -1, CTSL1 counter -3 and CR mimetic SO 100.
COc1cc(C2C(C(=O)c3ccc(C)o3)=C(O)C(=O)N2Cc2cccnc2)ccc1O (stereo not drawn) was read as ZTA counter 11, EBNA-1 inhibitor 8, PP5 primary 1.8, JMJD2C inh 0&-2, PP1 counter -2, HCV core dimer -3, TPT1 inh 1, CTSL1 counter -3 and CR mimetic SO 104.
CCOc1ccc(NC(=O)C2CCCN(c3c(CC)c(C)nc4ncnn34)C2)cc1 (stereo not drawn) was read as ZTA counter -11, EBNA-1 inhibitor -6, PP5 primary -1.2, JMJD2C inh 4, PP1 counter -3, HCV core dimer 1, TPT1 inh 6, CTSL1 counter -2 and CR mimetic SO 106.
Screening CC(C)(C)C(=O)COC(=O)C1=NN(c2ccccc2)C(=O)CC1 returned ZTA counter -9, EBNA-1 inhibitor -13, PP5 primary 2.0, JMJD2C inh 2, PP1 counter 6, HCV core dimer -5, TPT1 inh -2, CTSL1 counter -15 and CR mimetic SO 100.
CC1=NN(c2nc(-c3ccccc3)cs2)C(=O)C1 was read as ZTA counter 6, EBNA-1 inhibitor -4, PP5 primary 1.0, JMJD2C inh 21, PP1 counter 20*, HCV core dimer 8, TPT1 inh 5, CTSL1 counter 1 and CR mimetic SO 102.
`Cc1c(C(=O)NC(=S)Nc2cccnc2)cccc1[N+](=O)[O-]` gave ZTA counter 1, EBNA-1 inhibitor 2, PP5 primary 2.0, JMJD2C inh 11, PP1 counter 5, HCV core dimer 4, TPT1 inh 3, CTSL1 counter 1 and CR mimetic SO 92.
`CCOC(=O)C1CCN(c2c(NCCC(C)C)c(=O)c2=O)CC1` gave ZTA counter 13, EBNA-1 inhibitor 3, PP5 primary 0.5, JMJD2C inh -14, PP1 counter -4, HCV core dimer -5, TPT1 inh -2, CTSL1 counter -19 and CR mimetic SO 95.
`O=C(O)CCn1c(CO)nc2ccccc21` gave ZTA counter 6, EBNA-1 inhibitor 0, PP5 primary 1.3, JMJD2C inh 16, PP1 counter -3, HCV core dimer 1, TPT1 inh -2, CTSL1 counter 0 and CR mimetic SO 95.
For COc1ccc(OCCN2C(=O)c3cccc(N)c3C2=O)cc1 the results were ZTA counter -7, EBNA-1 inhibitor -2, PP5 primary 0.0, JMJD2C inh 6, PP1 counter -1, HCV core dimer 10, TPT1 inh 0, CTSL1 counter -2 and CR mimetic SO 100.
Screening C=CCC(O)c1c(-c2ccccc2)nn(C)c1Cl (stereo not drawn) returned ZTA counter -12, EBNA-1 inhibitor -6, PP5 primary 0.0, JMJD2C inh 1, PP1 counter 1, HCV core dimer -6, TPT1 inh -1, CTSL1 counter -2 and CR mimetic SO 108.
N#CC(=Cc1ccc(O)cc1)C(N)=C(C#N)C#N was read as ZTA counter 20, EBNA-1 inhibitor 1, PP5 primary -0.1, PP1 counter -3, HCV core dimer 1, TPT1 inh 4, CTSL1 counter 2 and CR mimetic SO 106.
Cc1c(N2C(=O)CSC2c2ccco2)c(=O)n(-c2ccccc2)n1C (stereo not drawn) was read as ZTA counter -5, EBNA-1 inhibitor 1, PP5 primary -0.3, JMJD2C inh -12, PP1 counter -5, HCV core dimer 0, TPT1 inh 4, CTSL1 counter -1 and CR mimetic SO 99.
Screening CCOc1ccccc1NC(=O)Nc1ccc(Cl)cc1 returned ZTA counter 7, EBNA-1 inhibitor 10, PP5 primary 3.6, JMJD2C inh 6, PP1 counter 3, HCV core dimer 9, TPT1 inh -1, CTSL1 counter 1 and CR mimetic SO 107.
COc1cccc(-c2coc3cc4oc(=O)c(CCC(=O)O)c(C)c4cc23)c1 was read as ZTA counter 3, EBNA-1 inhibitor 3, PP5 primary 4.3, JMJD2C inh -2, PP1 counter 4, HCV core dimer -5, TPT1 inh -1, CTSL1 counter -4 and CR mimetic SO 107.
For Cc1cccc(C(=O)N/N=C/C(C)Cc2ccc3c(c2)OCO3)c1 (stereo not drawn) the results were ZTA counter 4, EBNA-1 inhibitor -7, PP5 primary 0.6, JMJD2C inh 67*, PP1 counter -7, HCV core dimer -10, TPT1 inh 3, CTSL1 counter -5 and CR mimetic SO 96.
For CCCc1nc(NC2CCCCC2)c(C#N)c2c1COC(C)(C)C2 the results were ZTA counter 5, EBNA-1 inhibitor 2, PP5 primary 1.4, JMJD2C inh -4, PP1 counter -2, HCV core dimer 2, TPT1 inh -5, CTSL1 counter 3 and CR mimetic SO 105.
Screening CC(C)(C)c1ccc(C(=O)N/C(=C\c2cccc([N+](=O)[O-])c2)C(=O)Nc2cccc(C(=O)O)c2)cc1 returned ZTA counter 9, EBNA-1 inhibitor -12, PP5 primary 4.1, JMJD2C inh -39, PP1 counter 8, HCV core dimer 15, TPT1 inh 0, CTSL1 counter 4 and CR mimetic SO 105.
`CC(C)CN(C(=O)COC(=O)c1cccc2ccccc12)c1c(N)n(Cc2ccccc2)c(=O)[nH]c1=O` gave ZTA counter 3, EBNA-1 inhibitor -4, PP5 primary -0.9, JMJD2C inh 4, PP1 counter -3, HCV core dimer 1, TPT1 inh 3, CTSL1 counter 3 and CR mimetic SO 89.
Screening Cc1cccc(C)c1NC(=O)C1=C(O)c2ccccc2N(C)S1(=O)=O returned ZTA counter 4, EBNA-1 inhibitor -3, PP5 primary 0.7, JMJD2C inh 14, PP1 counter 4, HCV core dimer 1, TPT1 inh 1, CTSL1 counter 0 and CR mimetic SO 105.
Screening O=C(c1ccco1)N1CCN(CC(=O)N(C2CCCCC2)C2CCS(=O)(=O)C2)CC1 (stereo not drawn) returned ZTA counter -6, EBNA-1 inhibitor -14, PP5 primary 2.7, JMJD2C inh -9&3, PP1 counter -4, HCV core dimer 1, TPT1 inh -2, CTSL1 counter -7 and CR mimetic SO 116.
Cc1cc(C)c2c(n1)sc1c(N3CCN(C)CC3)ncnc12 was read as ZTA counter -4, EBNA-1 inhibitor -9, PP5 primary -0.7, JMJD2C inh -3, PP1 counter -3, HCV core dimer 0, TPT1 inh 0, CTSL1 counter 2 and CR mimetic SO 111.
Screening Cc1ccccc1NC(=O)c1cccc(NC(=O)c2ccccc2C(=O)O)c1 returned ZTA counter 7, EBNA-1 inhibitor 9, PP5 primary -3.6, JMJD2C inh 2, PP1 counter -4, HCV core dimer 2, TPT1 inh -2, CTSL1 counter 0 and CR mimetic SO 104.
For Cc1cccc(C)c1OCC(C)N (stereo not drawn) the results were ZTA counter 1, EBNA-1 inhibitor -1, PP5 primary 1.3, JMJD2C inh -23, PP1 counter -3, HCV core dimer 4, TPT1 inh -1, CTSL1 counter -3 and CR mimetic SO 87.
Screening O=C(Nc1ccc(N2CCN(C(=O)c3ccccc3)CC2)c(Cl)c1)c1cccnc1 returned ZTA counter 4, EBNA-1 inhibitor 15, PP5 primary -0.5, JMJD2C inh -3, PP1 counter 0, HCV core dimer -3, TPT1 inh -3, CTSL1 counter 1 and CR mimetic SO 105.
`CCc1ccc(NC(=O)Cn2nnc(C(=O)NCc3cccs3)c2N)cc1` gave ZTA counter -6, EBNA-1 inhibitor 8, PP5 primary 2.8, JMJD2C inh 4, PP1 counter -2, HCV core dimer -2, TPT1 inh 0, CTSL1 counter -11 and CR mimetic SO 109.
`COc1ccc(CN(Cc2cccn2C)S(=O)(=O)c2ccccc2)cc1` gave ZTA counter 12, EBNA-1 inhibitor 4, PP5 primary -0.3, JMJD2C inh 1, PP1 counter -3, HCV core dimer 1, TPT1 inh 0, CTSL1 counter 0 and CR mimetic SO 102.
`COc1ccc(/C=C/c2nnc(NC(=O)COc3ccc(C)cc3)s2)cc1` gave ZTA counter 1, EBNA-1 inhibitor -1, PP5 primary -4.2, JMJD2C inh -6, PP1 counter 18*, HCV core dimer -3, TPT1 inh 2, CTSL1 counter -2 and CR mimetic SO 92.
